RAD54 branch: RAD54 (human) branch migration inhibition | RAD54 Holliday junction branch migration, FAM/BHQ fluorescence | inhibition, % at 10.4 µM | actives 0.14% (n = 360,000);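 active = mean normalized replicate activity at least 40 and at least half of replicates scoring 40 or more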;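 also: 0% = median of neutral control wells and 100% = median of positive control wells; inhibitors cause a drop in the FAM fluorescence signal; in these data hits start at about 50%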
esBAF inh: inhibitors of esBAF chromatin remodeling in mouse ES cells; reporter increase, % at 12.5 µM; Bmi1-luciferase knock-in reporter, 24 h; 100% = twice the neutral-well signal; actives 2% (n = 350,000); in the data active = activation above about 40%;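 also: 0% = median of the plate's neutral control wells and 100% = double that signal; a rise in the Bmi1 reporter signal indicates esBAF inhibition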
ERp5 block: ERp5 (human) disulfide isomerase inhibition; ERp5 insulin aggregation, absorbance 650 nm, 90 min; inhibition, % at 9.99 µM; actives 0.05% (n = 350,000); AID 651711;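 active = mean replicate inhibition above about 25%, with every replicate also reaching it, limit read from the data, passing the limit was not always enough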
S100A4 inh HTS: inhibitors of human S100A4 binding to myosin IIA peptide. S100A4/TAMRA-MyoIIA peptide fluorescence polarization. P26447. AID 652163. actives 0.14% (n = 360,000). inhibition, % at 10.7 µM;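 active = mean inhibition of at least 70% across replicates, with every replicate also reaching that level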
Target sequence (P26447 whole entry, looked up): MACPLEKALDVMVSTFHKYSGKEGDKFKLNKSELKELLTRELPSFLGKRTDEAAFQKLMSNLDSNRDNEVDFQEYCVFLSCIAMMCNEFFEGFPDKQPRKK
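Material: S100A4 monomer (human). Medium: Calcium-containing HEPES buffer, pH 7.2. Probe or stimulus: labelled myosin peptide probe, 5 nM. Compound dosing: one concentration per compound. Timing: polarization read 5 min after assay mix addition, stable 5–60 min. Benchmarks: DMSO as neutral control, TFP as positive control.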
Xi reactivation: X-chromosome reactivation activator; activation, % at 7.58 µM; actives 0.055% (n = 360,000); XiGFP mouse fibroblasts, % GFP-positive cells imaging, 3 d; cells co-treated with 5-aza-dC sensitizer; scaled so ellipticine positive control = 100%;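 active = mean normalized replicate activation at least 10% and every replicate at or above 10%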;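 also: 0% = median of on-plate neutral control wells and 100% = ellipticine 6 µM median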
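System: SV40-immortalized XiGFP fibroblast cells, line 68-5-11 / Incubation: 3-day compound exposure, then 15 min fixation at room temperature / Compound: single concentration per compound, delivered by pin transfer / Buffer or medium: DMEM plus 5-aza-dC sensitizer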
E-sel inducer: E-selectin induction on HUVECs; P16581; HUVEC E-selectin immunofluorescence imaging; normalized: neutral wells 0, TNF-alpha wells 100; activation, % at 7.58 µM; actives 0.37% (n = 260,000);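 active = mean E-selectin-positive cell signal at least 10% of the positive control, reached in at least 60% of replicates, without over 20% cell loss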;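 also: in these data hits start at about 27%; measured in HUVEC primary endothelial cells; signal is the percent of cells scored E-selectin positive by PE staining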
Target sequence (P16581 whole entry, looked up): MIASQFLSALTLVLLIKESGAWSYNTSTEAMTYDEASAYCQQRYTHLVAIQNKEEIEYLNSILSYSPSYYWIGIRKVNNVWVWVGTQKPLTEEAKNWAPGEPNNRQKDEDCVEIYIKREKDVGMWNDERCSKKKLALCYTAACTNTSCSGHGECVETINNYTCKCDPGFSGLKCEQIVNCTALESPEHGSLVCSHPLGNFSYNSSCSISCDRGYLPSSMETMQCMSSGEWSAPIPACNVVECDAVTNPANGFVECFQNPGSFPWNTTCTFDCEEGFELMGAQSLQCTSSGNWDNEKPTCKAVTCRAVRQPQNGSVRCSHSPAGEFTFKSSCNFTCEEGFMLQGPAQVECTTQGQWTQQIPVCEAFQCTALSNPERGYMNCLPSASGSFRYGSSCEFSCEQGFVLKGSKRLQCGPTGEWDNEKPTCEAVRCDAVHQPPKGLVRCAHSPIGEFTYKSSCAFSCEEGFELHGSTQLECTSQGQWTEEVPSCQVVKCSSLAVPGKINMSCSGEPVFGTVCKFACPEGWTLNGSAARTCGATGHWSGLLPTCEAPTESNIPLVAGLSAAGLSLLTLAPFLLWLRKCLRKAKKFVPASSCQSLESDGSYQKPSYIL
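Test system: HUVEC | Signal: Immunofluorescence imaging | Read-out: Percent E-selectin-positive cells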
ERAP1 inh: blocks human ERAP1 aminopeptidase activity. Q9NZ08. recombinant ERAP1, Leu-AMC fluorescence, 60 min. inhibition, % at 10.7 µM. actives 0.15% (n = 340,000);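 active = mean replicate inhibition of at least 30%, or all replicates individually reaching that 30% level; inactive = mean below 30% and not every replicate reaching it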;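 also: 0% = neutral control wells and 100% = L-leucinethiol positive control wells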
RAD52 inh: blocks human RAD52 DNA annealing | actives 0.46% (n = 360,000) | recombinant RAD52 DNA annealing, FRET fluorescence | P43351 | inhibition, % at 18.7 µM;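 active = every replicate showing at least 50% inhibition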
* = called active by the depositor; nt = no result given; & = joins results of further samples.

SMILES	RAD54 branch	esBAF inh	ERp5 block	S100A4 inh HTS	Xi reactivation	E-sel inducer	ERAP1 inh	RAD52 inh
CCCCc1ccc(NC(=S)NN2CCOCC2)cc1	nt	nt	-4	-1	0.4	0.0	1	-16
Cc1noc(NS(=O)(=O)c2ccc(NC(=O)CSc3ncccn3)cc2)c1C	-12	3	3	-1	0.1	nt	nt	-18
Cc1ccccc1S(=O)(=O)N1C[C@H](O)COC[C@H]2O[C@@H](CC(=O)NCCc3ccccc3)CC[C@@H]21	-1	2	-1	19	0.2	0.0	2	11
C[C@@H]1CN([C@@H](C)CO)C(=O)c2cc(N(C)C)ccc2O[C@@H]1CN(C)Cc1ccc(Cl)c(Cl)c1	-6	5	0	5	-1.4	0.0	0	0
Cc1cccc(NS(=O)(=O)c2ccc(C)c(C(=O)N(C)C)c2)c1	-5	-5	-1	3	0.2	2.1	0	-9
CN(C)S(=O)(=O)n1cc(/C=C(\NC(=O)c2ccccc2F)C(=O)NCCN2CCOCC2)c2ccccc21	-6	-4	1	-2	-0.1	0.4	6	-9
COc1ccc(CN(C)C[C@@H]2Oc3c(NS(=O)(=O)c4ccc(OC)cc4)cccc3C(=O)N([C@H](C)CO)C[C@H]2C)cc1	-5	-5	-3	-31	1.1	0.3	-1	5
COc1ccc(N=Cc2c(OC)ccc3ccccc23)cc1	-4	nt	-3	-6	0.3	-0.6	0	2
CCC1CCCCN1CCCNC(=O)c1cn(CC)c2ccc(S(=O)(=O)N(C)C3CCCCC3)cc2c1=O (configuration not stated)	-26	-4	-4	-15	0.2	nt	3	-6
CCOC(=O)N1CCc2c(sc3c2c(=O)n(Cc2ccccc2)c(=O)n3CC(=O)NCC2CCCO2)C1 (configuration not stated)	-1	3	-3	0	0.0	-1.0	2	-7
CC(=O)N(c1ccccc1)c1nc2ccccc2s1	1	36	-5	7	0.0	1.4	-1	-7
O=C(/C=C/c1ccco1)NCc1ccc(F)cc1	nt	nt	-1	-3	1.4	nt	-7	-11
O=C(O)C1Cc2[nH]cnc2C(c2ccc(F)cc2)N1 (configuration not stated)	nt	nt	-2	2	0.3	nt	3	-11
CCOC(=O)C1=C(C(=O)OCC)C2N(Cc3ccc(C#N)cc3)c3ccccc3[C@@]23C[C@@H](C(=O)OC)N(S(=O)(=O)c2cccs2)C3=N1 (some centres not stated)	nt	nt	0	1	0.2	-0.2	-2	-9
COc1ccc(C2(CNS(=O)(=O)c3ccccc3)CCOCC2)cc1	nt	nt	-8	3	0.0	nt	-2	-2
O=C(NC1CCCCC1)C(c1ccncc1)n1c(=O)c(-c2cc3ccccc3[nH]2)nc2ccccc21 (configuration not stated)	nt	nt	3	2	0.1	-0.3	-5	-48
O=C(N[C@H]1CC[C@@H](CCNS(=O)(=O)c2ccccc2Cl)O[C@H]1CO)c1ccccc1	1	7	-10	-16	-0.3	-1.6	6	-21
CCCCc1c(O)nc(SCC(=O)Nc2cccc3ccccc23)n(-c2ccccc2OC)c1=O	0	-3	-4	-5	0.1	-0.1	5	-7
CN(C)CCCNC(=O)C[C@@H]1CC[C@@H]2[C@@H](COc3ccc(NC(=O)c4ccc5c(c4)OCO5)cc3C(=O)N2C)O1	-1	13	2	9	-0.1	0.1	-2	10
Cc1csc(NC(=O)CCC(=O)c2cccs2)n1	nt	nt	-4	-3	0.1	-0.3	2	-24
CCCNC(=O)Nc1ccc2c(c1)OC[C@@H](C)N(S(C)(=O)=O)C[C@@H](C)[C@H](OC)CN(C)C2=O	nt	nt	nt	8	0.4	0.3	1	-16
CCNC(=O)C[C@H]1CC[C@@H]2[C@H](COc3ccc(NC(=O)Nc4ccccc4Cl)cc3C(=O)N2C)O1	-1	1	2	-10	0.3	0.0	1	4
NS(=O)(=O)c1cccc(NC(=O)c2cc(=O)c3ccccc3o2)c1	4	4	5	-3	0.0	nt	-1	-22
CCNC(=O)[C@@H]1[C@@H](CO)[C@@H]2Cn3c(ccc(-c4ccccc4)c3=O)[C@@H]2N1Cc1ccc2c(c1)OCO2	0	3	-2	-9	0.2	-0.2	0	-1
C[C@@H]1CN([C@@H](C)CO)C(=O)c2cccc(NC(=O)Nc3ccc(F)cc3)c2O[C@H]1CN(C)Cc1ccc(C(F)(F)F)cc1	9	-2	-2	-13	0.4	0.3	-4	5

Only esBAF inh, RAD54 branch and ERp5 block, for three of the compounds above:
structure | esBAF inh | RAD54 branch | ERp5 block
Cc1ccccc1S(=O)(=O)N1C[C@H](O)COC[C@H]2O[C@@H](CC(=O)NCCc3ccccc3)CC[C@@H]21 | 2 | -1 | -1
C[C@@H]1CN([C@@H](C)CO)C(=O)c2cc(N(C)C)ccc2O[C@@H]1CN(C)Cc1ccc(Cl)c(Cl)c1 | 5 | -6 | 0
Cc1cccc(NS(=O)(=O)c2ccc(C)c(C(=O)N(C)C)c2)c1 | -5 | -5 | -1

(continued)
SMILES	RAD54 branch	esBAF inh	ERp5 block	S100A4 inh HTS	Xi reactivation	E-sel inducer	ERAP1 inh	RAD52 inh
COc1ccc2[nH]c(CN3CCC(CO)(CCOc4ccccc4)CC3)c(C)c2c1	1	-1	1	4	0.3	nt	5	-29
Cc1oc(C(C)(C)C)cc1C(N)=O	-4	-4	2	0	0.1	1.1	nt	-8
CSc1nc2ccc(NC(=O)c3ccc(=O)n(C)n3)cc2s1	nt	nt	0	2	0.0	-0.1	2	-10
CC1(c2ccc(Cl)cc2)NC(=O)N(CC(=O)Nc2cccnc2Cl)C1=O (configuration not stated)	2	0	0	-9	-0.2	-0.1	1	-9
Cc1noc(C)c1S(=O)(=O)Nc1ccc2c(c1)CC(=O)N([C@@H](C)CO)C[C@@H](C)[C@H](CN(C)S(=O)(=O)c1cccs1)O2	-2	-5	4	-44	-0.7	0.0	2	-14
C=CCNC(=O)CN1CCC(NC(=O)c2ccco2)CC1	nt	nt	4	-2	0.3	nt	2	-11
COc1ccc(-n2cc(CNCCCn3ccnc3)c(-c3ccccc3Cl)n2)cc1	nt	nt	3	2	0.0	nt	1	32
Cc1cc(O)ccc1NS(=O)(=O)c1ccc2c3c(cccc13)C(=O)N2	-11	2	-2	1	0.0	-0.2	4	3
NC(=O)c1cccc(-c2coc3c(C(=O)NC4CCCCC4)cccc23)c1	-4	14	3	-5	0.2	-0.2	1	-17
CCCC#Cc1cnc2c(c1)C(=O)N([C@H](C)CO)C[C@@H](C)[C@@H](CN(C)C(=O)Nc1cccc(F)c1)O2	-3&-3&-7	-7&2&-16	0&-1&0	4&-8&1	0.0&0.8	0.0&-0.2	9&-3&2	-22&-8&2
CCCS(=O)(=O)NC(=O)C1(C)CCN(C(=O)c2cccc3ccccc23)C1 (configuration not stated)	2	1	2	33	0.4	0.0	0	1
O=C(/C=C/c1ccc(Br)cc1)NCc1cccs1	nt	nt	3	-4	0.0	-2.3	-4	-7
O=C(O)c1ccccc1C=NNc1ccc([N+](=O)[O-])cn1	-19	1	2	3	0.0	7.9	0	-48
CCOC(=O)C1CCN(C(=S)Nc2ccccc2)CC1	nt	nt	-1	2	0.0	nt	0	-8
Nc1ccc(Oc2c(Cl)cccc2Cl)nc1	nt	nt	2	-3	-0.1	-0.1	6	-14
Cc1cc(Br)ccc1OCCNCc1ccccc1	2	-4	17	-1	0.2	nt	3	-6
C[C@@H](NC(=O)Cn1ccc(NC(=O)OCc2ccccc2)nc1=O)c1cccc2ccccc12	-1	0	0	2	0.0	0.7	0	-12
CC(C)NC(=O)N(C)C[C@H]1OCCCC[C@@H](C)Oc2ccc(NC(=O)c3ccccc3)cc2C(=O)N([C@@H](C)CO)C[C@@H]1C	-6	nt	1	-5	-1.1	0.1	2	6
C[C@@H]1CN([C@H](C)CO)C(=O)c2cc(NC(=O)CCN3CCOCC3)ccc2O[C@@H]1CN(C)C(=O)Nc1cccc2ccccc12	1	-3	-1	-13	-0.1	0.4	1	-1
CCc1nnc(NC(=O)c2ccc(OCc3c(C)noc3C)c(OC)c2)s1	-3	5	2	-2	0.1	nt	4	-14
NC(=O)c1ccc(NC(=O)CSc2nnc(-c3cccnc3)n2Cc2ccco2)cc1	-1	1	4	-4	0.1	nt	-2	-52
COCC(=O)N1C[C@H](C)[C@H](OC)CN(C)C(=O)c2ccc(NC(=O)c3ccc(OC)cc3)cc2OC[C@@H]1C	0	-3	-10	2	0.1	0.1	nt	-10
COCCCn1c(=O)c2sccc2n2c(CCCC(=O)NCc3ccc(F)cc3)nnc12	-13	2	2	3	0.1	nt	4	-14
O=C(COC(=O)c1ccc2ncsc2c1)Nc1ccc(Cl)cc1	-2	34	-11	1	0.5	-2.5	3	-17
C[C@@H]1CN([C@@H](C)CO)C(=O)c2cccc(NC(=O)c3nc4ccccc4s3)c2O[C@H]1CN(C)Cc1ccc2c(c1)OCO2	nt	nt	nt	9	-0.7	-0.1	0	nt

(continued)
SMILES	RAD54 branch	esBAF inh	ERp5 block	S100A4 inh HTS	Xi reactivation	E-sel inducer	ERAP1 inh	RAD52 inh
COc1c(Cl)cc(Br)c(OC)c1C(=O)NC(=O)Nc1nc(C)cc(C)n1	nt	nt	-1	0	0.0	-4.0	3	15
COc1ccc(-n2ccnc(SCC(=O)NCc3ccccc3Cl)c2=O)cc1	3	0	2	-10	0.1	nt	0	-13
CCOc1cc(S(=O)(=O)n2ccnc2)ccc1Cl	nt	nt	-1	-8	0.0	nt	-2	-10
Cc1c(C(=O)Cc2ccccc2)n(C)c2ccccc12	nt	nt	1	-27	-0.1	-0.1	2	-20
COCCNC(=O)[C@@H]1[C@@H](CO)[C@@H]2Cn3c(cccc3=O)[C@H]1N2S(=O)(=O)c1ccccc1C	-2	4	-5	9	0.1	0.1	1	3
COc1ccc2c(c1)OC[C@H]1[C@H]2N2C(=O)c3ccc(F)cc3NC(=O)[C@@]2(C)[C@H]1c1ccccc1	-2	nt	7	-9	-0.1	-0.3	-1	-8
S=C(Nc1ccccc1)N1CCc2ccccc21	-4	26	5	-1	0.0	nt	0	-7
Cc1cc(C(=O)Nc2ccc3c(c2)C(=O)N(C)[C@H]2CC[C@@H](CC(=O)N[C@@H](C)c4ccccc4)O[C@@H]2CO3)no1	6	2	-3	0	0.2	0.1	-2	0
COc1ccc2[nH]c(=O)c(C(=O)O)cc2c1	nt	nt	-5	-35	0.0	1.0	5	-21
COc1ccc(NC(=O)Nc2ccc3c(c2)C(=O)N([C@@H](C)CO)C[C@@H](C)[C@@H](CN(C)S(=O)(=O)c2cccs2)OCCCC[C@@H](C)O3)cc1	7	6	3	1	-0.5	0.9	0	-20
CO[C@@H]1CN(C)C(=O)c2ccc(NS(=O)(=O)c3cn(C)cn3)cc2OC[C@H](C)NC[C@H]1C	8	-3	4	0	0.4	0.0	nt	-10
Cc1ccn(CCNC(=O)C2CCC(=O)N(CCc3ccc(Cl)cc3)C2)n1 (configuration not stated)	-1	1	4	1	0.3	0.5	-1	-20
CC(C)NC(=O)N[C@H]1C=C[C@H](CC(=O)O)O[C@@H]1CO	0	2	-1	1	-0.1	-0.1	5	-2
Cc1ccc(S(=O)(=O)NCC(c2ccc3c(c2)OCO3)N2CCN(c3ccccc3)CC2)cc1 (configuration not stated)	0	0	0	1	0.0	0.2	3	-11
CC(C)Cc1nnc(NC(=O)C2CCN(C(=O)c3ccc(F)cc3)CC2)s1	16	-2	8	24	0.5	nt	-1	-15
Cc1noc(C)c1S(=O)(=O)Nc1cccc2c1O[C@H](CN(C)Cc1ccccc1)[C@H](C)CN([C@H](C)CO)C2=O	-2	-1	0	9	0.0	0.0	1	-15
Cc1ccc2c(c1)C(c1ccccc1)N(C(=O)c1ccc(Br)o1)CC(=O)N2 (configuration not stated)	0	8	-2	-1	0.2	0.4	1	-9
